NR5A2 inv ag = suppresses constitutive activity of human LRH-1; inhibition, % at 3.6 µM; actives 0.13% (n = 360,000); O00482; HEK293T StAR-luciferase reporter, LRH-1 transfected, 24 h;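 active = inhibition above the mean inhibition of all tested compounds plus 3 SD, cut at about 73% in these data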;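 also: 0% = DMSO wells and 100% = reporter-only cells lacking LRH-1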
Target sequence (O00482 whole entry, looked up): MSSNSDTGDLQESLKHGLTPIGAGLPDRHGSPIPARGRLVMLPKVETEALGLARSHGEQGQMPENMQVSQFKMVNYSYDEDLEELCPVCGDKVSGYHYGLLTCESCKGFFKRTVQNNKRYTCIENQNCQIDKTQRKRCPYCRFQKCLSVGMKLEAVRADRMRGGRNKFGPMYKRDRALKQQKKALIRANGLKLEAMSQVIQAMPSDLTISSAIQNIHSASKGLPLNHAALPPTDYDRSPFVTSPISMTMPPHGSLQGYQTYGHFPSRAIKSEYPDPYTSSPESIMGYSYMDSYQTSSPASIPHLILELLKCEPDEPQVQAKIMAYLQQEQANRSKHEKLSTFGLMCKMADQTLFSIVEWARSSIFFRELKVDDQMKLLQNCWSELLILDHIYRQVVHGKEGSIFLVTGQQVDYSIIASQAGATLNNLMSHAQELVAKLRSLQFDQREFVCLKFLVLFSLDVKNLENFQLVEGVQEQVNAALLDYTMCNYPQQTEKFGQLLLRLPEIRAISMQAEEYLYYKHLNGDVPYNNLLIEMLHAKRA
TROY NFkB inh = blocks TROY-dependent signaling in reporter cells; inhibition, % at 10 µM; Q293 LMP1-TROYcd NF-kB luciferase reporter, 4 h; AID 1347056; actives 0.98% (n = 360,000);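 active = compounds whose plate-normalised and pattern-corrected inhibition of the luciferase reporter signal at the single screening dose is 50% or more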
SRC2 inh = inhibits human steroid receptor coactivator 2. HEK293 GAL4-SRC2 luciferase reporter, luminescence. actives 0.17% (n = 370,000). Q15596. inhibition, % at 9 µM;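 active = inhibition above the mean inhibition of all tested compounds plus 3 SD, set per campaign, cut at about 52% in these data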;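 also: 0% = DMSO treated cells and 100% = cells given Gossypol at 36 µM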
ABHD5-PLIN5 inh = blocks binding of human ABHD5 to perilipin-5. actives 0.78% (n = 360,000). inhibition, % at 4 µM. Q00G26+Q8WTS1. AID 602281. Split G. princeps luciferase complementation, luminescence, 4 h;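 active = inhibition above the mean inhibition across every tested compound plus 3 SD, cut at about 22% in these data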;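 also: 0% = DMSO only wells and the 100% control is not disclosed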
TLR9-MyD88 inh = TLR9-MyD88 interaction inhibition; inhibition, % at 4.98 µM; actives 0.21% (n = 340,000); CHO BLA complementation TLR9-MyD88, CCF4 FRET ratio;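 active = inhibition above the mean over all tested compounds plus 3 SD, cut at about 21% in these data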;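 also: 0% = DMSO only wells and 100% = clavulanate BLA inhibitor control wells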
TWEAK-Fn14 inh = blocks TWEAK-Fn14 interaction in a reporter cell assay; TWEAK-stimulated Fn14 reporter cells, luciferase luminescence, 8 h; inhibition, % at 10 µM; actives 2% (n = 360,000); AID 1159606; in the data active = inhibition above about 50%
SRC1 inh = inhibitors of human steroid receptor coactivator 1 (SRC1); HEK293 GAL4-SRC1 luciferase reporter, luminescence; actives 0.12% (n = 360,000); Q15788; AID 588354; inhibition, % at 3.6 µM;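 active = inhibition above the campaign mean plus 3 SD, with each screening campaign given its own cutoff, cut at about 60% in these data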;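 also: 0% = DMSO treated cells and 100% = gossypol at 36 µM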
NOD2-RIPK2 inh = inhibitors of human NOD2-RIPK2 interaction; CHO BLA complementation NOD2-RIPK2, CCF4 ratio; AID 624267; inhibition, % at 4.98 µM; actives 0.38% (n = 360,000); in the data active = inhibition above about 21%;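 also: 0% = vehicle only and 100% = reference blocker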
Target sequence (O43353 whole entry, looked up): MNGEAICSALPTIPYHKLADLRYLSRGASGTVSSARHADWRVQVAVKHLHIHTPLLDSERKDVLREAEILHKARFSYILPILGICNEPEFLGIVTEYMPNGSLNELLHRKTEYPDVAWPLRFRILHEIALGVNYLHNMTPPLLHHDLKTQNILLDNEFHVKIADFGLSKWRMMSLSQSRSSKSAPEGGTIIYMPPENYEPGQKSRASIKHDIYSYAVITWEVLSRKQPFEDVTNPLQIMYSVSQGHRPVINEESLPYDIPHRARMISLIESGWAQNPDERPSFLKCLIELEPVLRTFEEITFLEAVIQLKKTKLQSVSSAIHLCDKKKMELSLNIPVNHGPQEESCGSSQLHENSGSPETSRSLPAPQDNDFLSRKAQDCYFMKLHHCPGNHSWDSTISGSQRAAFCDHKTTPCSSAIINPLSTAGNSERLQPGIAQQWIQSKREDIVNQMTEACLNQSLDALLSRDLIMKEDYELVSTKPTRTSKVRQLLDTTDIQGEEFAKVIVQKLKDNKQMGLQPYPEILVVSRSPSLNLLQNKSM
SRC3 inh = human NCOA3 inhibition | actives 0.17% (n = 360,000) | inhibition, % at 3.6 µM | HEK293 GAL4-SRC3 luciferase reporter, luminescence;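 active = inhibition above a per-campaign cutoff, the mean of all compounds plus 3 SD, cut at about 60% in these data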;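 also: 0% = DMSO-treated cells and 100% = gossypol-treated cells at 36 µM; higher means less SRC3-driven luciferase light from the GAL4 reporter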
COUP-TFII inh = inhibitors of human COUP-TFII (NR2F2); P24468; HEK293T NGFI-A luciferase reporter, luminescence; inhibition, % at 8.6 µM; actives 0.7% (n = 370,000); AID 686940;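 active = inhibition above a per-plate cutoff, mean inhibition of test wells between control levels plus 3 SD, cut at about 38% in these data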;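 also: cells cotransfected with COUP-TFII expression vector driving the NGFI-A reporter; 0% = median of COUP-TF2 test wells and 100% = reporter-only cells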
Exocytosis inh = blocks lytic granule exocytosis; actives 0.66% (n = 360,000); AID 651702; TALL-104 LAMP-1 surface exposure, flow cytometry; cells stimulated with thapsigargin and PMA; inhibition, % at 10 µM;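 active = inhibition above about 55%, limit read from the data; inconclusive = no clear call, values can overlap the other calls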
Starred values were filed as active, the others as inactive; ? = inconclusive; nt = not tested or not shown; & = joins results of further samples; ! = a repeat was not active.

SMILES | NR5A2 inv ag | TROY NFkB inh | SRC2 inh | ABHD5-PLIN5 inh | TLR9-MyD88 inh | TWEAK-Fn14 inh | SRC1 inh | NOD2-RIPK2 inh | SRC3 inh | COUP-TFII inh | Exocytosis inh
CCCCNC(=S)N/N=C/c1cc(C)ccc1C | 8 | -21 | 12 | -8 | -3 | 2 | 16 | -12 | 17 | -10 | 6
CCOC(=O)CSc1nnc(NC(=O)c2cccc(S(=O)(=O)N3CCCCC3)c2)s1 | 9 | -4 | 3 | -7 | -6 | 42 | 1 | -20 | -1 | -9 | 0
Cc1ccc(Sc2c([N+](=O)[O-])c(C)nn2C)cc1 | 1 | 9 | -5 | -8 | 10 | 3 | 14 | 0 | 0 | -17 | -2
OC(CNCC1COc2ccccc2O1)COCc1cccs1 (stereo not given) | 3 | -7 | -3 | -8 | 0 | 11 | 0 | -8 | -31 | -22 | -4
Nc1c2c(nc3ccccc13)CSCC2 | 3 | -7 | -11 | -4 | 0 | -6 | -4 | 1 | 26 | -6 | 0
O=C(CCN1C(=O)/C(=C/c2ccccc2)SC1=S)NNC(=O)c1cccnc1 | 5 | 1 | 6 | -5 | 7 | -10 | -7 | 1 | 23 | 10 | -2
Cc1sc(NC(=O)c2ccco2)c(C(c2cccnc2)N2CCCC2)c1C (stereo not given) | 4 | 17 | 13 | 8 | -6 | 2 | -3 | 1 | -2 | 24 | 0
COc1ccc(OC)c2[nH]c(=O)c(CCNC(=O)c3ccc(S(=O)(=O)N4CCCCC4)cc3)cc12 | 4 | 19 | -27 | 1 | -5 | -1 | -12 | -10 | -8 | 0 | 0
CCCn1nc([N+](=O)[O-])c(C(C#N)c2nc3ccccc3o2)c(Cl)c1=O (stereo not given) | 5 | 57* | 13 | 7 | -4 | -44 | 1 | -8 | 16 | 2 | 18
CCNC(=O)C1CCCN1S(=O)(=O)c1ccc(C)cc1 (stereo not given) | 0 | -3 | 4 | 5 | 0 | 1 | -8 | -4 | -14 | -11 | -10
COC(=O)CN(CCc1ccccc1)S(=O)(=O)c1ccc(OC)c(OC)c1 | -8 | 12 | 7 | 6 | 13 | 2 | -23 | 7 | 4 | 6 | 0
CCC(C)(C)n1nnnc1CN1CCC(NC(=O)c2ccc(Br)cc2)CC1 | 31 | 13 | -16 | 0 | -5 | 10 | -9 | -3 | -6 | 1 | -4
Cc1nonc1CN(C)C(=O)CC1C(=O)NCCN1Cc1ccccc1C(F)(F)F (stereo not given) | 9 | -11 | -1 | -1 | 4 | -6 | -20 | -2 | 6 | 6 | 0
Clc1nc(NCc2cccnc2)nc(N2CCOCC2)n1 | 17 | -8 | -22 | 5 | -2 | 14 | -3 | -5 | 7 | 8 | -2
Cc1ccc(CSc2ncn(-c3ccccc3)n2)cc1 | -32 | -12 | -64 | -8 | 5 | -8 | 8 | -1 | -35 | 16 | 8
O=C1OC(Nc2nccs2)c2ccccc21 (stereo not given) | 3 | 8 | -3 | -4 | -5 | -4 | 5 | -8 | 10 | 11 | 1
NC(=O)c1ccsc1NC(=O)CSc1n[nH]c(N)n1 | -2 | -26 | -45 | -1 | nt | -12 | -11 | 0 | -35 | 21 | 8
Cc1cc(C)cc(N2C(=O)C3NN=C(C(=O)OCc4ccccc4)C3C2=O)c1 (stereo not given) | 7 | 15 | 9 | 0 | -1 | -2 | 8 | 4 | 21 | 13 | 1
CCCC(C(=O)NC1CCCC1)N(CC1CCCO1)C(=O)CNS(=O)(=O)c1ccc(F)cc1 (stereo not given) | 27 | 11 | -12 | -10 | 12 | 9 | 9 | -8 | 5 | -4 | 2
COc1ccc(OCC(=O)O/N=C(\N)Cc2ccc(Cl)cc2)cc1 | 12 | 9 | -18 | 2 | 6 | -15 | -20 | -5 | 21 | -2 | -2
Cc1cc(Cl)ccc1Oc1ncnc2onc(C)c12 | 16 | 3 | 5 | -2 | 4 | -1 | 1 | 4 | -4 | 11 | -5
COc1ccccc1COC(=O)c1ccc(S(=O)(=O)N2CCOCC2)cc1 | 13 | 12 | -24 | -3 | 0 | -26 | -10 | -9 | -24 | 20 | 2
Cc1cc(C)n(CC(=O)NC2CCCCC2C)c(=O)c1C#N (stereo not given) | 11 | -6 | -1 | -4 | 4 | -6 | -5 | 7 | 2 | -2 | 1
COc1ccc(NC(=O)CCC(=O)Nc2nnc(C3CCCCC3)s2)cc1 | 13 | -26 | -15 | 3 | -2 | -21 | -18 | -4 | 3 | -17 | -2
COc1cc(CN2CCCCCC2)c([N+](=O)[O-])cc1OC | 2 | 13 | -27 | 8 | -5 | 0 | -1 | -4 | -10 | -21 | -6
C/C(=N\NC(=O)COc1ccc(C(C)(C)C)cc1)c1ccc2c(c1)OCCO2 | 14 | -7 | 6 | -4 | 1 | -3 | -3 | 5 | -6 | -3 | 2
O=C(c1ccco1)N1CCN(c2nc3ccccc3c(=O)n2-c2ccccc2)CC1 | -4 | 61* | -28 | -3 | -10 | -22 | -8 | -4 | 10 | 2 | 0
COc1ccc(N2CCN(C(c3cccs3)C(C)NS(=O)(=O)c3ccccc3)CC2)cc1 (stereo not given) | 21 | 28 | 27 | -4 | 0 | 16 | 3 | -11 | 4 | 22 | -3
CC1(C(=O)NCc2ccccc2)CCC(=O)N1C1CCN(Cc2ccccc2)CC1 (stereo not given) | 16 | 16 | -30 | 8 | nt | 6 | nt | -5 | nt | -8 | 13
O=C(COC(=O)c1ccc(NS(=O)(=O)c2cccs2)cc1O)Nc1ccc(F)cc1 | -3 | -8 | -28 | -5 | 1 | 1 | -17 | -10 | 13 | -25 | -2
O=C(O)c1ccc2c(c1)ncn2C1CCCCC1 | -20 | -16 | 2 | 6 | 2 | 0 | -1 | 4 | -9 | 1 | -4
O=C(COC(=O)c1cccc2ccccc12)Nc1ncc(C(F)(F)F)cc1Cl | 10 | -9 | 5 | 7 | -3 | -21 | 2 | -9 | -11 | 2 | 2
CC[N+](CC)(CC)CCCCOc1ccc2c(c1)C(=O)c1cc(OCCCC[N+](CC)(CC)CC)ccc1-2 | 12 | -14 | -20 | 6 | -1 | -6 | 8 | -7 | 18 | -31 | 3
COc1ccc(C2C3=C(OC(C)=O)c4ccccc4C3=Nc3c2c(=O)n(C)c(=O)n3C)cc1 (stereo not given) | -5 | -4 | 18 | 2 | 0 | -3 | -20 | -11 | -2 | 1 | -2
COc1ccc(C(=O)OCc2cc3cccc(C)c3[nH]c2=O)cc1 | 8 | -12 | -25 | 4 | -3 | -3 | 20 | -1 | 16 | 10 | -2
O/N=C1\CCCc2ccccc21 | -18 | 18 | 3 | 5 | -1 | -18 | -14 | -2 | 15 | 0 | 2
CCN1CCN(Cc2ccc(NC(=O)c3ccc(C)c(NC(=O)c4nccnc4N)c3)cc2C(F)(F)F)CC1 | 21 | -7 | 32 | 4 | -10 | -168 | 7 | 16 | 3 | 35 | -14
OCCOCCN1CCN(C2=Nc3ccccc3Sc3ccccc32)CC1 | 11&0 | -4&-6 | -18&-11 | 23*! | -3&-12 | -13&6 | 5&6 | -18&6 | -9&-2 | -4&1 | -4&0
CC(C)CSc1nc2c(c(=O)[nH]c(=O)n2C)n1CCc1ccccc1 | 11 | -14 | 1 | -1 | -12 | -17 | -3 | -2 | 5 | 10 | 1
O=C(NCCCN1CCN(C2CCCCC2)CC1)Nc1ccccc1C(F)(F)F | 7 | 1 | nt | 13 | -4 | -7 | 8 | 0 | 10 | nt | ?

As a working copy, some entries already given.
SMILES | NR5A2 inv ag | TROY NFkB inh | SRC2 inh | ABHD5-PLIN5 inh | TLR9-MyD88 inh | TWEAK-Fn14 inh | SRC1 inh | NOD2-RIPK2 inh | SRC3 inh | COUP-TFII inh | Exocytosis inh
CC(C)CSc1nc2c(c(=O)[nH]c(=O)n2C)n1CCc1ccccc1 | 11 | -14 | 1 | -1 | -12 | -17 | -3 | -2 | 5 | 10 | 1
O=C(NCCCN1CCN(C2CCCCC2)CC1)Nc1ccccc1C(F)(F)F | 7 | 1 | nt | 13 | -4 | -7 | 8 | 0 | 10 | nt | ?

The list goes on:
SMILES | NR5A2 inv ag | TROY NFkB inh | SRC2 inh | ABHD5-PLIN5 inh | TLR9-MyD88 inh | TWEAK-Fn14 inh | SRC1 inh | NOD2-RIPK2 inh | SRC3 inh | COUP-TFII inh | Exocytosis inh
O=C(COc1ccccc1)NC(Cc1c[nH]c2ccccc12)C(=O)O (stereo not given) | -1 | -3 | -15 | 0 | -6 | -2 | -6 | -2 | 8 | 11 | 0
CCOc1nc(-c2ccccc2)ccc1-c1noc(-c2cccs2)n1 | -8 | -29 | -14 | -8 | -11 | -4 | -37 | -6 | 17 | -1 | -2
Cc1nn(C)c(C)c1NC(=O)CCCSc1nc(-c2ccco2)cc(C(F)(F)F)n1 | -13 | nt | 21 | 2 | 4 | 6 | -5 | -9 | 11 | 6 | 0
COC(=O)c1c(C)oc2c1cc(NS(=O)(=O)c1cccs1)c1ccccc12 | 8 | 34 | -1 | 1 | 6 | 18 | -3 | -7 | 9 | 8 | 0
COc1ccc(CCNC(=O)c2cc(S(=O)(=O)N3CCCC3)cn2C)cc1OC | -34 | 3 | -30 | 4 | -10 | -14 | 11 | 7 | 14 | -4 | -7
O=C(COC(=O)CNC(=O)c1ccc(F)cc1)NC1CCCc2ccccc21 (stereo not given) | 2 | -4 | -2 | -1 | 5 | 9 | 4 | -5 | 7 | 0 | 0
CCOc1ccc(N(CC(=O)Nc2ccc(OC)cc2OC)S(=O)(=O)c2c(C)[nH]c(=O)[nH]c2=O)cc1 | 7 | -8 | -9 | -3 | -9 | 5 | 7 | 0 | -1 | -16 | 0
COc1cc(NS(=O)(=O)c2ccc(NC(=S)Nc3ccccc3)cc2)nc(OC)n1 | -8 | 4 | 9 | 1 | -4 | 4 | -20 | -2 | 11 | -4 | 0
CCn1c(SCC(=O)Nc2oc(-c3ccccc3)c(-c3ccccc3)c2C#N)nnc1-c1cc(OC)cc(OC)c1 | 0 | 3 | nt | 3 | -4 | 14 | 5 | -13 | 12 | nt | 2
Cc1ccccc1C(=O)c1ccccc1C(=O)c1ccccc1 | 6 | -20 | -20 | 5 | 6 | 6 | -13 | 3 | -12 | 7 | 14
Cc1ccccc1N(C(=O)c1snc(C(N)=O)c1N)C(C(=O)NCC1CCCO1)c1ccc(N(C)C)cc1 (stereo not given) | 6 | 16 | 28 | 4 | -10 | 9 | 7 | 3 | 0 | 14 | 53
COc1ccc(C#Cc2c(-c3ccsc3)oc3ccc(-c4cc(OC)c(OC)c(OC)c4)cc23)cc1 | 0 | -11 | -2 | 1 | 1 | -10 | -50 | -4 | -3 | 4 | -2
CCCCCCSc1ccc(-c2nc3ccc(Cl)cn3c2NC2CCCCC2)cc1 | -15 | -19 | -7 | -8 | 7 | 10 | -6 | -5 | 11 | -7 | -1
O=C(Nc1ccccc1)Nc1cccc(Cl)c1 | -63 | -26 | -53 | 18 | -7 | -23 | -28 | -13 | -22 | -42 | 0
Cc1cc(C)cc(NC(=S)Nc2ccccn2)c1 | 0 | -26 | -14 | 2 | -6 | -8 | -11 | -2 | -4 | -2 | -5
O=C(NC1CCCC1)C(c1c(F)cccc1Cl)N(C(=O)c1csnn1)C1CC1 (stereo not given) | 12 | 5 | 7 | -3 | -10 | 6 | -1 | -4 | -4 | -1 | -8

Screens as filed in PubChem.

Only part of the results is shown, so the mix of outcomes need not match the whole.
